Screening data (PubChem)
RXFP1 antag = antagonists of human relaxin receptor RXFP1; HEK293-RXFP1, relaxin-stimulated cAMP HTRF, 30 min; hits give low values; activity change, negative = inhibition, % at 57.5 µM; 0.59% of 350,000 active; AID 1259400;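 active = activity change of -60% or lower, but not beyond a set lower limit; inconclusive = change between -60% and -40%, or beyond the set limit; inactive = change above -40%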
Target sequence (Q9HBX9 whole entry, looked up): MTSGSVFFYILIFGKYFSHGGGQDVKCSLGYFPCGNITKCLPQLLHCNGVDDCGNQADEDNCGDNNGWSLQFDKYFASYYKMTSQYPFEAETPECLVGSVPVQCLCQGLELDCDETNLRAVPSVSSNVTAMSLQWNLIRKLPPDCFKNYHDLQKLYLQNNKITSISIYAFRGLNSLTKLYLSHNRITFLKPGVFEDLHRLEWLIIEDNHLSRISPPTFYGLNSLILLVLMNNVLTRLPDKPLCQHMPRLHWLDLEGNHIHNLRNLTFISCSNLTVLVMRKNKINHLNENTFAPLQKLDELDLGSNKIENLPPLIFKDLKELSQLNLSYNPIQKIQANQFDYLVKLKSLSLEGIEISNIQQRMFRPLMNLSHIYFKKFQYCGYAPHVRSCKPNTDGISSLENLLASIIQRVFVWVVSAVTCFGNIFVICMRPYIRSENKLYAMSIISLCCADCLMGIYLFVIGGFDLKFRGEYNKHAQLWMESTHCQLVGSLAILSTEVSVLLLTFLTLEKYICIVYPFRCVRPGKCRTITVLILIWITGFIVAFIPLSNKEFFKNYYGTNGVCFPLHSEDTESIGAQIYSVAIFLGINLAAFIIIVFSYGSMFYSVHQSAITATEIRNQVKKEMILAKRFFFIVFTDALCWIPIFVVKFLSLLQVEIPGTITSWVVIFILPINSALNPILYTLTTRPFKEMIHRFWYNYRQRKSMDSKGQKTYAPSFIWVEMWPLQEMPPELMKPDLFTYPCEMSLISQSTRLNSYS
* = called active by the depositor; ? = inconclusive. % is set by controls: 0 for no effect and ±100 for the full control effect.

RXFP1 antag | structure
-82* | CC(=O)c1sc(N/N=C\c2c(O)ccc3ccccc23)nc1C
-1 | COc1cc(/C=N/NC(=O)c2cc(-c3ccccc3Cl)nc3ccccc23)cc(OC)c1O
0 | C[C@H](CO)N1C[C@H](C)[C@@H](CN(C)Cc2ccc(C(=O)O)cc2)Oc2ncc(-c3ccc(C(=O)N(C)C)cc3)cc2C1=O
0 | O=C(NCCCN1C(=O)c2ccccc2C1=O)OCc1ccccc1
7 | CSc1ccc(/C=C2/C(C)=C(CC(=O)O)c3cc(F)ccc32)cc1
1 | COc1cc(C(=O)COC(=O)c2ccc([N+](=O)[O-])o2)cc(OC)c1OC
-19 | COC(=O)Nc1ccc2ccc3c(NC(=O)OC)ccc4ccc1c2c43
-4 | CCOC(=O)c1ccc(NC(=S)NCc2ccc(F)cc2)cc1
1 | CC(=O)N1CCOc2ccc(S(=O)(=O)N3CCC(C(=O)NCc4ccc(Cl)cc4)CC3)cc21
1 | CC1(C)CC(=O)C=C(c2cccc(OC(=O)c3ccc(-c4ccccc4)cc3)c2)C1=O
-1 | COc1ccc(NC(=O)C[C@H]2C(=O)N(Cc3cccnc3)C[C@@H]2Cc2ccccc2)cc1
-3 | CCOC(=O)c1cc(NC(=O)c2cccnc2)ccn1

Rewritten as tab-separated lines: entries from further up.
structure	RXFP1 antag
O=C(NCCCN1C(=O)c2ccccc2C1=O)OCc1ccccc1	0
CSc1ccc(/C=C2/C(C)=C(CC(=O)O)c3cc(F)ccc32)cc1	7

Next part:
RXFP1 antag | structure
-37 | CC1=Nc2ccccc2/C1=C/c1c(C)[nH]c2ccccc12
-9 | Cc1ccc(NC(=O)CN(C)C(=O)Cn2nnc(-c3ccccc3C)n2)cc1
-1 | CCOc1ccc(N2C(=O)CC(N3CCN(c4ccc(C(=O)c5ccncc5)cc4)CC3)C2=O)cc1 (centres undefined)
-10 | Nc1nnnn1/N=C/c1cc(Br)ccc1O
10 | COC(=O)CC1C(=O)NCCN1C(=O)c1oc2c(C)c(C)ccc2c1C (centres undefined)
5 | CN(Cc1nc2ccccc2c(=O)[nH]1)C(=O)c1cc(-c2ccc(Br)cc2)nc2ccccc12
0 | C[C@H](CO)N1C[C@H](C)[C@H](CN(C)C(=O)c2ccncc2)OCc2cnnn2CCCC1=O
? | O=C(CCNC(=O)c1ccccc1)NN=Cc1ccc(Br)o1
? | O=c1c2ccccc2sn1-c1ccc(Cl)cc1Cl
20 | C[C@H](NC(=O)Cc1cccc2ccccc12)C(=O)N1CCOCC1
-2 | C/C(=N\NC(=O)CN1CCCCC1)c1cccc([N+](=O)[O-])c1
-15 | Cc1ccc([C@H]2C[C@H](n3cc(C4CC4)nn3)[C@@H](O)CN2CC2CCCCC2)cc1

(further entries)
RXFP1 antag | structure
-4 | CCOC(=O)C1(C)C(=O)CC2c3nc4ccccc4cc3CN2C1=O (centres undefined)
-33 | CC12CCC(O)CC1=CCC1C2CCC2(C)C3=NN=CC3CC12 (centres undefined)
-10 | COc1ccc(C(CNC(=O)C(C)(C)Oc2ccc(Cl)cc2)N2CCOCC2)cc1 (centres undefined)
-6 | COc1ccccc1NS(=O)(=O)c1cc(NC(=O)C2CCCO2)ccc1C (centres undefined)
-17 | Cc1cccc(NS(=O)(=O)c2ccc3[nH]c(=O)oc3c2)c1C
-21 | CCOC(=O)C1CCN(C(=O)COC(=O)CNC(=O)c2ccc(C(C)(C)C)cc2)CC1
-1 | O=C(O)c1ccc(CNC(=O)C2CCN(S(=O)(=O)c3cccs3)CC2)cc1
-6 | O=C(OCC(=O)N1CCN(c2ccc(F)cc2)CC1)c1cnc2ccccc2n1
2 | O=S(=O)(CCN1CCN(c2ccccc2O)CC1)c1ccc(Cl)cc1
-10 | O=C(CN(c1ccc(F)cc1)S(=O)(=O)c1ccccc1)N1CCOCC1
-12 | Cc1nc2ccccn2c(=O)c1NC(=O)c1ccc2c(c1)OCO2
-7 | O=C(CSc1ccc2nnc(-c3cccc(F)c3)n2n1)NCc1ccco1

Looked up by structure from above:
RXFP1 antag | structure
-10 | Nc1nnnn1/N=C/c1cc(Br)ccc1O
-17 | Cc1cccc(NS(=O)(=O)c2ccc3[nH]c(=O)oc3c2)c1C

Going on with the list:
RXFP1 antag | structure
5 | COc1ccc(S(=O)(=O)N2CCc3ccccc32)cc1C(=O)N1CCC(C)CC1
-9 | CCOC(=O)N1CCN(C(=O)CSCC(=O)N=c2sc3cc(OC)ccc3n2C)CC1
-2 | c1ccc2c(-c3cncc4ccccc34)cncc2c1
-26 | Cc1ccnc(Nc2nc(-c3sc(C)nc3C)cs2)c1
-15 | NC1=NCC2c3ccccc3Cc3ccccc3N12 (centres undefined)
-8 | CCC(=O)N(c1nnc(SCC(=O)c2ccc[nH]2)s1)C1CC1
-11 | CCOc1cccc(C=NNc2ccc(S(=O)(=O)Nc3ccccc3C(=O)O)cc2[N+](=O)[O-])c1O
0 | O=C(Nc1cc(Cl)ccc1N1CCOCC1)c1ccc(N2CCCCC2)c([N+](=O)[O-])c1
-4 | O=[N+]([O-])c1cc2ncccc2c2ncccc12
1 | C[C@H](CO)N1C[C@H](C)[C@@H](CN(C)Cc2ccc3c(c2)OCO3)OCc2cnnn2CCCC1=O
-2 | O=C(NCc1ccc(F)cc1)C1CCCN1S(=O)(=O)c1ccc(F)cc1 (centres undefined)
-6 | COc1ccc(OCC(=O)NCc2nc(-c3ccccc3)no2)cc1

Continuation:
RXFP1 antag | structure
21 | O=C(NN1CCOCC1)c1ccc(Br)cc1
-115* | COc1ccc2c(c1)CC(N1CCN(C)CC1)c1cc(OC)ccc1S2 (centres undefined)
-8 | CC1=C(CC(=O)O)c2cc(F)ccc2/C1=C\c1ccc(S(C)(=O)=O)cc1
12 | CCN(CC)CC1CN(N=Cc2ccc([N+](=O)[O-])o2)C(=O)O1 (centres undefined)
-2 | CC(C)NC(=O)C1CCN(Cc2cccc(OCc3ccccc3)c2)CC1
-3 | O=C(Nc1ccc(S(=O)(=O)N2CCCC2)cc1)Nc1ccc(F)cc1F
-6 | COc1cc(Br)c(CC(=O)NNC(=O)c2ccc(F)cc2)cc1OC
-10 | Cn1nc(C(=O)OCC(=O)Nc2ccc(C(N)=O)cc2)c2ccccc2c1=O
-6 | Cc1cc(C(=O)COC(=O)c2cnccn2)c(C)n1-c1ccc(Br)cc1
26 | CCOc1cc(/C=N/n2cnnc2)c(Br)cc1O
-10 | CC(C)(C)C(=O)Nc1ccc(Cc2ccncc2)cc1
2 | COc1ccc(S(=O)(=O)N(C)C[C@H]2OCc3cnnn3CCCC(=O)N([C@H](C)CO)C[C@@H]2C)cc1

Carrying on.
RXFP1 antag | structure
3 | CN(C(=O)C(C)(C)C)[C@H]1C[C@H]2c3[nH]c4ccccc4c3CCN2C(=O)[C@H]1CO
-6 | Brc1ccc2c(c1)-c1ccccc1C1=NCCN12
0 | Cc1cc([N+](=O)[O-])c(=O)[nH]c1C
0 | CCCN(CC(=O)Nc1ccccc1C)C(=O)Cc1c[nH]c2ccccc12
6 | COc1ccccc1CNC(=O)c1ccc(Cl)c(S(=O)(=O)N2CCCC2)c1
2 | O=C(Oc1ccc(OC(=O)c2ccncc2)cc1)c1ccncc1
-8 | O=C(Nc1cccc(-c2nc3ncccc3o2)c1)c1ccc2c(c1)OCO2
-5 | CCN1CC(C)(C)N(C(=O)c2ccccc2)CC1(C)C
-6 | CCCn1c(N)c(C(=O)CN2CCN(S(=O)(=O)c3cccc(Cl)c3)CC2)c(=O)[nH]c1=O
-5 | CNC(=O)C[C@H]1C(=O)N(c2ccc(OC)cc2)C[C@@H]1CSC
-24 | Cc1ccc(N(C(=O)C(F)(F)F)C(C(=O)NC2CCCCC2)c2cccs2)cc1 (centres undefined)
8 | O=C(NNc1ccccn1)C(=O)NNS(=O)(=O)c1ccc(Cl)cc1

The listing continues.
RXFP1 antag | structure
-3 | CCOc1cc(N2CCOCC2)c(OCC)cc1NC(=O)c1ccccc1N1CCCC1=O
-1 | COc1ccc(CNC(=O)CN2C(=O)NC3(CCCCCC3)C2=O)cc1
1 | O=C(Nc1cccc(S(=O)(=O)N2CCCC2)c1)c1ccco1
4 | COCCCNCc1cc(C)n(-c2cc(S(=O)(=O)N3CCOCC3)ccc2N2CCCC2)c1C
0 | CCN(CC(=O)Nc1ccccc1C(F)(F)F)C(=O)c1ccccc1OCc1ccc(F)cc1
0 | COCCn1c(SCc2ccc(C)cc2)nc2c1c(=O)[nH]c(=O)n2C
-2 | Nc1ccc(Cn2ccc3c4c(N)nc(N)nc4ccc32)cc1
1 | Cc1ccc(S(=O)(=O)N[C@H](C(=O)OCC(=O)NC(=O)c2cccn2C)C(C)C)cc1
-3 | COC(=O)c1c(NC(=O)c2ccnn2C)sc(C)c1C
-5 | Nc1nc2c(ncn2C2CCCC2)c(=O)[nH]1
-10 | COC(=O)c1cc(S(=O)(=O)NCC(C)c2ccccc2)c[nH]1 (centres undefined)
0 | COC(=O)c1c(C)[nH]c(C(=O)OC(C)C(=O)NC2CCCCC2C)c1C (centres undefined)

Following part
RXFP1 antag | structure
-2 | Nc1ncnc2c1ncn2C1C=C(CO)C(O)C1O (centres undefined)
8 | Cc1ccc(S(=O)(=O)N2C[C@H]3[C@H]4C(=O)N(c5ccccc5)C(=O)[C@H]4C[C@H](OC(=O)NC4CC4)[C@@]3(O)C2)cc1
-4 | CC1(C(=O)OCC(=O)Nc2ccc(S(=O)(=O)N3CCOCC3)cc2)CC1(Cl)Cl (centres undefined)
-12 | COc1ccc(S(=O)(=O)N2CCC(C(=O)NCCc3ccc(OC)c(OC)c3)CC2)cc1
-8 | O=C(CCc1c[nH]c2ccccc12)OCc1cccc(C(F)(F)F)c1
7 | CC(NC(=O)C12CC3CC(CC(C3)C1)C2)C(=O)NN=Cc1ccc([N+](=O)[O-])o1 (centres undefined)
-6 | CN(C(=O)COC(=O)c1cc2ccccc2oc1=O)C1CCCCC1
2 | CCN(CC)S(=O)(=O)c1ccc(/C=C/C(=O)OCC(=O)NCc2ccco2)cc1
15 | CCOc1ccc(S(=O)(=O)NCCC(=O)NC2CCC(C)CC2)cc1 (centres undefined)
4 | CCOC(=O)c1c(C)cc2c(CO)n[nH]c(=O)c2c1C
5 | Cc1ccccc1N(C=O)c1ccccc1C
-10 | Clc1cccc(CSc2ncnc3c2ncn3C2CCCCO2)c1 (centres undefined)

(continued)
RXFP1 antag | structure
-7 | Cc1cc(N2C(=O)C(O)=C(C(=O)c3ccc(C)o3)C2c2cccc(Cl)c2)no1 (centres undefined)
-3 | CCOC(=O)N(C)C[C@@H]1OCc2cnnn2CCCC(=O)N([C@H](C)CO)C[C@H]1C
1 | CC(=O)Nc1ccc(NC(=O)C(C)OC(=O)[C@@H]2CCCN2C(=O)c2cccs2)cc1 (some centres undefined)
2 | COc1ccc(OC)c(NC(=O)COC(=O)[C@H](Cc2ccccc2)NC(=O)c2ccco2)c1
-3 | Cc1ccccc1N(CC(=O)N1CCCC1)S(=O)(=O)c1ccc(Cl)cc1
-1 | C[C@@H]1ON(C)[C@H]2C[C@H]3c4[nH]c5ccc(-c6ccc7c(c6)OCO7)cc5c4CCN3C[C@@H]12
-4 | O=C(N=C1SC2CS(=O)(=O)CC2N1Cc1ccccc1)C1CC1 (centres undefined)
15 | COc1ccccc1N(CC(=O)Nc1ccc(C)cc1Cl)S(=O)(=O)c1cccs1
2 | COc1ccc(-n2ccnc2SCC(=O)c2c(N)n(C3CC3)c(=O)[nH]c2=O)cc1
-1 | COc1cc(CNc2nc3ccccc3n2Cc2ccccc2)ccc1O
-15 | CN(C)S(=O)(=O)c1cccc(C(=O)OCC(=O)c2ccc3c(c2)NC(=O)CO3)c1
-8 | C[C@H](CO)N1C[C@H](C)[C@@H](CN(C)C(=O)Nc2cccc(F)c2)Oc2ncc(Br)cc2C1=O

Rewritten as labelled records: part of the list above
Cc1ccc([C@H]2C[C@H](n3cc(C4CC4)nn3)[C@@H](O)CN2CC2CCCCC2)cc1
- RXFP1 antag = -15

CCN1CC(C)(C)N(C(=O)c2ccccc2)CC1(C)C
- RXFP1 antag = -5

COc1ccc(OC)c(NC(=O)COC(=O)[C@H](Cc2ccccc2)NC(=O)c2ccco2)c1
- RXFP1 antag = 2

CCCN(CC(=O)Nc1ccccc1C)C(=O)Cc1c[nH]c2ccccc12
- RXFP1 antag = 0

Continued.
RXFP1 antag | structure
6 | COCCN(C(=O)COC(=O)COc1ccc2ccccc2c1)c1c(N)n(Cc2ccccc2)c(=O)[nH]c1=O
1 | Cc1ccc(S(=O)(=O)N2CCN(C(=O)CCC(=O)Nc3ccc(Br)c(C)c3)CC2)cc1
-13 | O=C1CCCC2=C1C(c1ccc(O)c(O)c1)Nc1ccc3ccccc3c12 (centres undefined)
-3 | O=S(=O)(c1cccs1)N1CCN(c2ccccc2Cl)CC1
2 | Nn1c(SCC(=O)NC2CCCCCC2)nnc1C(F)(F)F
-3 | Cn1cc(C(=O)C(=O)NC2CC2)c2ccccc21
15 | CC1(C)C[C@H](O)[C@@]23C[C@@H](OC2=O)[C@]2(C)C(=CCC4[C@@]5(C)CC[C@H](O)C(C)(C)C5CC[C@]42C)[C@@H]3C1 (some centres undefined)
7 | COc1ccc(S(=O)(=O)N(C)C[C@H]2Oc3ncc(C#CC4(O)CCCC4)cc3C(=O)N([C@@H](C)CO)C[C@@H]2C)cc1
-5 | CCOCCn1c(CN2CCN(c3ccc(OC)cc3)CC2)nc2c1c(=O)n(C)c(=O)n2C
6 | O=C(COC(=O)Cc1c(Cl)cccc1Cl)NCc1ccco1
-2 | COc1ccc(S(=O)(=O)N(C)C)cc1NC(=O)COC(=O)c1n[nH]c2ccccc12
-5 | COc1cc(C2c3cc4c(cc3OC(NCCc3ccccc3)C2C)OCO4)cc(OC)c1OC (centres undefined)
-10 | O=C(O)CCn1c(SCCc2ccccc2)nc2ccccc21
2 | COc1ccc(NC(=O)CN(C)C(=O)c2cc(C)oc2C)cc1
2 | CSc1ccccc1C(=O)OCC(=O)N1CCCCCC1

Some of the compounds tested; count on the stated rates, not on these rows.
